Source: PubChem BioAssay (several laboratories)
UTI89 phage lysis = inhibition of K1F phage lysis, E. coli UTI89, bacterial capsule biogenesis inhibitors, alamar blue (AID 488966); E. coli UTI89 K1F phage lysis, alamar blue, 2 h; higher % means a stronger effect; one-dose inhibition, % at 100 µM; IC50 in µM for titrated hits; hit rate 0.02% among 340,000;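 active means phage lysis inhibition, versus mean bacterial control, above a set limit; inconclusive means no clear call, values can overlap the other calls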;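 further: capsule biogenesis inhibitors block K1F phage lysis so surviving cells raise fluorescence; higher fluorescence means more inhibition of phage lysis; actives were called in the ten point dose series up to 300 µM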
NTR1 ag = NTR1-driven beta-arrestin-GFP spot formation – imaging, U2OS cells, high content, primary screen (AID 493036); hit rate 0.17% among 330,000; agonist mode; activation, % at 20 µM;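 active means activation at or above 40% of the spot to cytoplasm intensity ratio, with at least 20 cells analyzed; inconclusive means wells under 20 cells, flagged as cytotoxic or low count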;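 further: 0% = DMSO without peptide and 100% = 100 nM NTR1 peptide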
Target sequence (P30989 whole entry, looked up): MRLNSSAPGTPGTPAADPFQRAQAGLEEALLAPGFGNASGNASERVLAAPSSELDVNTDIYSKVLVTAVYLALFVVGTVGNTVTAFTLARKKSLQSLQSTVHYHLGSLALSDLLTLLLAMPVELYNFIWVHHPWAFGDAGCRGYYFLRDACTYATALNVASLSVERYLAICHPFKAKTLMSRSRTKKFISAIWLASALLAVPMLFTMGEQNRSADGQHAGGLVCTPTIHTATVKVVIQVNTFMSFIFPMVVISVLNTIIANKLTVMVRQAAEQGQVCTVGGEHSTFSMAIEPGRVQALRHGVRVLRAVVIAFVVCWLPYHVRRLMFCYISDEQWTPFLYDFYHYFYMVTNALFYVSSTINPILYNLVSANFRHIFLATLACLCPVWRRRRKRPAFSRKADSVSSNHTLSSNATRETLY
Myeloid diff MLP = compounds promoting myeloid differentiation | AID 624256 | calls only at 10 µM | hit rate 1% among 360,000 | ER-HoxA9 myeloid progenitors, lysozyme-GFP differentiation, flow cytometry;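 active means normalized GFP-positive differentiation at or above the plate's own cutoff, the solvent-only control mean plus 3 SD; inconclusive means no clear call, values can overlap the other calls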;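 further: cells exposed to compound for four days before flow analysis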
TNAP activation fold = stimulation of alkaline phosphatase TNAP activity – biochemical, luminescent, no phosphate acceptor, uHTS, primary screen (AID 1001); purified TNAP, luminescent activation assay, no phosphate acceptor; higher activation fold means a stronger effect; activation fold at 20 µM, or EC50 in µM where a hit was titrated; hit rate 0.03% among 200,000; in the data active means activation fold from about 3, or a potency from the dose series; inactive means the rest, 99 in 100 with activation fold below about 1.6; further: many of its hits are not listed in these tables
PhoP inhibition = PhoP-dependent GFP reporter repression – Salmonella Typhimurium, primary screen (AID 1863); S. Typhimurium PhoP-regulated promoter GFP reporter, 4 h; higher % means a stronger effect; one-dose inhibition, % at 50 µM; IC50 in µM for titrated hits; hit rate 0.16% among 300,000;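 active means inhibition over 29.93%, a cutoff 3 SD above the screen mean, later confirmed by dose response; inconclusive means inhibition over 29.93% but no dose response follow-up; inactive means inhibition at most 29.93% or unconfirmed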;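 further: 0% = low Mg2+ inducing control and 100% = high Mg2+ repressing control; strong numbers were not always called active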
T cell modulator = T cell immune modulators affecting CD8 T cell-vesicle binding; 2C CD8+ T cell-vesicle binding, flow cytometry; active compounds read low; calls only at 7 µM; hit rate 0.068% among 330,000;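 active means response, share of CD8 T cells binding vesicles, and their 90th percentile fluorescence all below set limits, cut at about 80% in these data, passing the limit was not always enough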
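Assay system – 2C mouse CD8+ T cells · Also added – QL9-loaded Drosophila micro-vesicles · Timing – Cell–vesicle co-incubation 1.5 h at 37 °C, staining 20 min on ice · Signal – flow cytometry of vesicle-bound cells · Measure – percent CD8+ FL2 mean versus row control · Controls – Peptide-free naked vesicles (low) and QL9 vesicles with 0.7% DMSO vehicle (high)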
Large T inhibition = TAg ATPase/helicase activity blockers – biochemical (AID 1903); one-dose inhibition, % at 20 µM; IC50 in µM for titrated hits; hit rate 0.39% among 310,000; SV40 large T antigen ATPase/helicase inhibition assay; higher % means a stronger effect; in the data active means a potency from the dose series; inconclusive means inhibition mostly from about 32% at the one dose, without a potency; inactive means the rest, 99 in 100 with inhibition below about 32%; further: strong numbers were not always called active
MgcRacGAP inhibition = MgcRacGAP GTPase-activating activity inhibitors, confirmation, biochemical, ADP Hunter fluorescence; MgcRacGAP-stimulated Rac1 GTP hydrolysis, ADP Hunter fluorescence; higher % means a stronger effect; GST-tagged Rac1 F28L mutant substrate; inhibition, % at 30 µM; hits with a dose series show IC50 in µM; hit rate 0.6% among 340,000; AID 624330;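 active means first-screen hits whose inhibition reached a set limit at any dose in the follow-up dose series; inconclusive means inhibition above the set first-screen limit but never retested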;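 further: fluorescence reports GDP produced by GAP-driven GTP hydrolysis; strong numbers were not always called active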
RSV antiviral HEp-2 = inhibition of RSV-induced cytopathic effect – HEp-2 cells, primary 10 µM value included (AID 2391) | HEp-2 cells, RSV-induced CPE inhibition; higher % means a stronger effect | CPE inhibition, % at 10 µM, or IC50 in µM where a hit was titrated | hit rate 0.13% among 310,000; in the data active means a potency from the dose series; inconclusive means CPE inhibition mostly from about 23% at the one dose, without a potency; inactive means the rest, 99 in 100 with CPE inhibition below about 21%; further: strong numbers were not always called active
T cell modulator vesicle-bound % = second read-out of T cell modulator, no call of its own (marks repeat the call); double positive events, %; measured here: CD8+ vesicle-bound cell fraction;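 binding gate set so that unloaded-vesicle control wells show 10% double positive cells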
NTR1 ag cell count 20 µM = further read-out of NTR1 ag, marked with its call; cell count; measured here: cell count, cytotoxicity flag
Myeloid diff MLP GFP+ MAC1+ % = also measured in Myeloid diff MLP; calls as there; GFP+ MAC1+ double positive, %; measured here: differentiation confirmed by MAC1 staining
* = called active by the depositor; i = inactive; ? = inconclusive; . = no result given; + = active, no number; & = joins results of further samples; [ ] = remark or other dose.

SMILES | UTI89 phage lysis | NTR1 ag | NTR1 ag cell count 20 µM | Myeloid diff MLP | Myeloid diff MLP GFP+ MAC1+ % | TNAP activation fold | PhoP inhibition | T cell modulator | T cell modulator vesicle-bound % | Large T inhibition | MgcRacGAP inhibition | RSV antiviral HEp-2
CCOc1ccccc1NC(=O)C(=O)N/N=C/c1cc(Br)ccc1O | 1.0% | 3.7 | 18 | ? | . | 1.6 | 2.9% | i | 60.5 | 19.0% | 4.0% | -3.9%
O=C(Nc1ccccc1)O/N=C(\c1ccccc1)c1ccccn1 | -0.6% | 0.6 | 57 | i | 5.3 | 1 | 8.3% | . | . | 1.8% | 3.5% | 0.4%
O=C(OCCCC(=O)N1CCOCC1)c1ccccc1 | 0.3% | 0.7 | 93 | i | 1.1 | 1 | -0.7% | i | 24.3 | 6.9% | 7.2% | 0.2%
Cc1cc(NC(=O)CCSc2ccccc2)no1 | -0.1% | -1.0 | 52 | i | 0.5 | 1 | -5.8% | i | 12.1 | -3.6% | -5.3% | 0.3%
CC1=C(/C=C/C(C)=C/C=C/C(C)=C/C(=O)O)C(C)(C)CCC1 | -0.5% | 0.7 | 64 | i | 1.5 | 1.1 | 5.3%&-7.8% | i | 23.6 | 10.7%&28.6% | -1.0% | -0.5%
CCCOc1ccc(Cn2ccnc2)cc1[N+](=O)[O-] | 0.0% | 0.9 | 63 | i | 0.4 | 1.2 | 28.5% | i | 7.8 | 5.9% | 5.8% | 6.5%
Cc1cc(C(=O)O)c(C)n1Cc1ccncc1 | -1.4% | -1.5 | 56 | i | 0.9 | . | 0.5% | i | 29.2 | 18.8% | -4.9% | 1.2%
COc1cccc(/C=N/Nc2ccc(Cl)nn2)c1OC | -1.1% | 1.6 | 51 | i | 0.5 | . | . | i | 29.8 | 1.5% | 7.1% | -2.4%
Cc1ccsc1C(=O)N1CC=C(c2ccccc2)CC1 | 0.9%[50 µM] | 1.9 | 61 | i | 0.5 | . | 6.3% | i | 10.9 | 5.9% | -3.7% | 0.8%
Cc1ccc(NC(=S)NCCc2ccccc2)c(C)c1 | 7.0% | -0.1 | 68 | i | 0.6 | 1 | 31.0% | i | 61.1 | 5.9% | 6.0% | 1.4%
CC(C)c1ccc(N(CC(=O)NC2CCCCC2)C(=O)CCC(=O)Nc2ccccn2)cc1 | 0.1% | -0.1 | 54 | i | 8.9 | . | 0.6% | i | 49.2 | 8.6% | 2.7% | 1.5%
CC1Cc2ccccc2N1C(=O)c1cc2sccc2n1Cc1ccccc1 (stereo not given) | 1.6% | 1.7 | 41 | i | 0.9 | 1 | -3.8% | i | 23.8 | 7.6% | 5.5% | 22.0%
O=C1CC/C=C\C[C@@H](CC(=O)N(CCO)Cc2ccccc2)C(=O)N[C@H](Cc2ccccc2)CO1 | 1.4% | -1.1 | 64 | i | 2.2 | . | . | i | 29.5 | . | 3.8% | .
Cc1cccc(C(=O)Nc2ncc(CN3CCOCC3)s2)c1 | 0.0% | 1.3 | 46 | i | 13.6 | 1.1 | 5.6% | i | 22.6 | 1.6% | -3.2% | 3.7%
CCOCCCNC(=O)C(c1ccc(C)cc1)N(Cc1ccc2c(c1)OCO2)C(=O)CNC(C)=O (stereo not given) | -1.7% | -2.1 | 45 | i | 0.0 | 1.1 | -3.7% | i | 19.6 | -3.0% | -4.0% | 2.3%
Cc1ccc(C(=O)NCC(=O)OC(C)C(=O)Nc2ccc(N(C)C)cc2)s1 (stereo not given) | -0.6% | -0.6 | 36 | i | 0.3 | 1.1 | -4.0% | i | 9.3 | ? | ? | 0.6%
CC(=O)c1cc2c(cc1NC(=O)C1CN(C(C)=O)c3ccccc3O1)OCO2 (stereo not given) | 1.6% | 0.6 | 50 | i | 0.4 | . | . | i | 35.6 | . | 3.0% | .
COc1cc2c(C#CCO)c(-c3ccc(C#N)cc3)oc(=O)c2cc1OC | 0.7% | 0.8 | 54 | i | 0.7 | . | . | i | 22.2 | . | 1.2% | .
Cc1[nH]c2ccccc2c1/C=N/NC(=O)C1CC1(c1ccccc1)c1ccccc1 (stereo not given) | -1.4% | 29.2 | 69 | i | 0.4 | 1.1 | -5.8% | i | 26.0 | 9.3% | 5.8% | -1.5%
CCOc1ccc(/C=C2\SC(=S)N(CCC(=O)N(CCO)c3ccccc3)C2=O)cc1 | 0.2% | 20.3 | 62 | i | 0.7 | . | -1.6% | i | 66.6 | 8.8% | 10.9% | 20.7%
Cc1ccc(S(=O)(=O)Nc2nc3ccccc3nc2NCc2ccco2)cc1 | 0.2%[50 µM] | 1.4 | 53 | i | 1.9 | 1.1 | -21.3% | i | 25.8 | 14.5% | 8.2% | 5.8%
C[C@@H]1COC(=O)CCC/C=C\C[C@@H](CC(=O)N(CCO)Cc2ccccc2)C(=O)N1 | 0.1% | -0.9 | 45 | i | 1.7 | . | . | i | 24.0 | . | 4.5% | .
CN(CC(=O)Nc1ccc(F)c(F)c1F)C(=O)CCc1nc2sc3c(c2c(=O)[nH]1)CCCC3 | 1.3%[50 µM] | 0.4 | 61 | i | 1.0 | . | -2.5% | i | 59.0 | 19.5% | 13.7% | -1.6%
O=C1NC(CCc2ccccc2)C(=O)N1Cc1ccccc1Cl (stereo not given) | 0.0% | 3.1 | 70 | i | 0.0 | 1.1 | -8.5% | i | 43.1 | 9.5% | 7.2% | 2.8%
CCCOc1ccc(N2C(=O)CC(N3CCC(C(=O)OCC)CC3)C2=O)cc1 (stereo not given) | 4.4% | 2.7 | 53 | i | 4.4 | 1.1 | 2.0% | i | 33.4 | 13.3% | 1.1% | 0.1%
O=C(CCNS(=O)(=O)c1ccc(F)c(Cl)c1)NCc1ccccc1F | 1.8%[50 µM] | 2.7 | 68 | i | 0.7 | . | . | i | 7.0 | . | 4.5% | .
COc1ccc(OCc2nc(N)nc(Nc3cccc(C)c3C)n2)cc1 | 0.4% | 1.5 | 58 | i | 0.5 | 1.2 | -8.4% | i | 5.7 | -1.2% | 12.9% | -0.1%
O=C(Cn1cc([N+](=O)[O-])cn1)N1CCCc2ccccc21 | -0.1% | 0.3 | 63 | i | 0.3 | 1 | -0.4% | i | 45.3 | 9.6% | 5.5% | 2.8%
CC(C)[C@H](NC(=O)c1ccc(Br)cc1)C(=O)NC1CCCCC1 | 0.7%[50 µM] | 0.3 | 55 | i | 1.2 | . | . | i | 36.1 | . | 6.3% | 2.0%
Cc1ccc(Cl)cc1NC(=O)COC(=O)CC(C)(C)C | 0.1% | 1.9 | 57 | i | 0.7 | 1.1 | -6.0% | i | 60.3 | -4.0% | -0.1% | 1.1%
CCCn1c(SC(C)C(=O)N2CCOCC2)nc2ccc(Br)cc2c1=O (stereo not given) | 1.7%[50 µM] | 1.4 | 60 | i | 1.9 | . | -2.4% | i | 4.1 | 9.0% | 10.0% | -1.9%
C=C[C@@](C)(O)CC[C@@H]1[C@@]2(C)CCCC(C)(C)[C@@H]2CC[C@@]1(C)O | -7.4% | 1.3 | 96 | i | 1.4 | 1 | 5.4% | i | 29.4 | 6.5% | -0.4% | -0.5%
Cc1ccc(C(=O)N2CCN(C(=O)c3ccc(C)cc3)C2)cc1 | 0.1% | -1.6 | 65 | i | 0.4 | 1 | -1.0% | i | 42.9 | 5.9% | -4.3% | 1.4%
COc1cccc(N/C(SCc2ccccc2C)=C(/C#N)C(=O)NCc2cccs2)c1 | -0.3% | 5.0 | 64 | i | 0.6 | 1.1 | 0.2% | i | 6.9 | 23.3% | 4.0% | 9.1%
C#CCNC(=O)/C=C/c1ccc(C)cc1 | -3.9% | 0.3 | 61 | i | 1.1 | 1.1 | 11.6% | . | . | 1.6% | 8.2% | -0.7%
COc1cc(-c2nc(-c3ccc(NC(=O)c4ccc5c(c4)OCO5)cc3)no2)cc(OC)c1OC | -0.3% | 9.9 | 64 | i | 0.4 | 1.1 | 23.8% | i | 8.0 | -0.1% | 5.5% | 0.9%
COc1ccc(OC)c(C(=O)NC(CC(N)=O)c2ccc(NCCN3CCCC3)c([N+](=O)[O-])c2)c1 (stereo not given) | 0.2% | 0.9 | 83 | i | 0.6 | . | 10.8% | i | 19.7 | -1.1% | 3.9% | -0.2%
NNC(=O)COc1cccc2cccnc12 | -0.3% | 0.0 | 37 | i | 0.6 | 1 | 0.2% | i | 32.0 | 3.2% | 12.0% | 3.5%
CCN1CCN(S(=O)(=O)CC2(C)C3CCC2(C)C(=O)C3Br)CC1 (stereo not given) | 0.2% | 1.2 | 71 | i | 0.9 | 1.1 | 1.5% | i | 41.3 | 8.9% | 10.3% | -0.1%
Cc1cccc(NC(=O)CSc2nnc(-c3ccncc3)n2C)c1 | 0.1% | -1.6 | 99 | i | 0.9 | 1.1 | 0.9% | i | 46.4 | 1.2% | 5.7% | 1.3%
CCN(CC)CCNC(=O)C(=O)Nc1cc2c3c(c1)CCN3C(=O)CC2 | 0.6% | 1.0 | 55 | i | 0.7 | . | -4.8% | i | 4.6 | 4.7% | 11.5% | 1.2%
CCCOc1ccc(N2C(=O)CC(N(CCc3ccc(S(N)(=O)=O)cc3)C(C)=O)C2=O)cc1 (stereo not given) | -0.1% | -1.1 | 67 | i | 1.3 | 1 | 4.5% | i | 48.6 | 5.5% | 7.9% | -0.3%
Cc1noc(C)c1COc1cccc(C(=O)Nc2ccc(OCc3ccccc3)cc2)c1 | 0.5% | -1.1 | 57 | i | 0.3 | 1.1 | -4.1% | i | 53.4 | 1.2% | 11.9% | 0.9%
N#Cc1c(NC(=O)c2ccc(Br)o2)n(-c2ccccc2)c2nc3ccccc3nc12 | 0.0% | 0.0 | 48 | + | 2.4* | . | -10.8% | i | 41.8 | 16.7% | 9.5% | 0.5%

The order is random. Share with any hit: about 2.3%.
